Bioassay records (PubChem)
MITF act: MITF TRPM1 promoter activation in melanoma cells | SK-MEL-5 TRPM1-promoter luciferase, 24 h; % of positive control, neutral wells = 0 | activation, % at 12.5 µM | 300,000 compounds, 0.75% hits | AID 588334;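 active = mean activation of at least 80% with every replicate also reaching 80%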;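 also: 0% = neutral control wells and 100% = parthenolide positive control wells; values of inactives mirror those of a sister screen read the other way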
SR-BI DiI inh: inhibitors of mouse SR-BI mediated HDL lipid uptake. Q61009. ldlA[mSR-BI] CHO cells, DiI-HDL uptake fluorescence, 3 h. inhibition, % at 12.5 µM. 320,000 compounds, 0.96% hits;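 active = mean replicate inhibition of at least 70% and a set share of replicates each scoring 70 or more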;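 also: 0% = median of neutral control wells and 100% = median of positive control wells; values of inactives mirror those of a sister screen read the other way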
Target sequence (Q61009 whole entry, looked up): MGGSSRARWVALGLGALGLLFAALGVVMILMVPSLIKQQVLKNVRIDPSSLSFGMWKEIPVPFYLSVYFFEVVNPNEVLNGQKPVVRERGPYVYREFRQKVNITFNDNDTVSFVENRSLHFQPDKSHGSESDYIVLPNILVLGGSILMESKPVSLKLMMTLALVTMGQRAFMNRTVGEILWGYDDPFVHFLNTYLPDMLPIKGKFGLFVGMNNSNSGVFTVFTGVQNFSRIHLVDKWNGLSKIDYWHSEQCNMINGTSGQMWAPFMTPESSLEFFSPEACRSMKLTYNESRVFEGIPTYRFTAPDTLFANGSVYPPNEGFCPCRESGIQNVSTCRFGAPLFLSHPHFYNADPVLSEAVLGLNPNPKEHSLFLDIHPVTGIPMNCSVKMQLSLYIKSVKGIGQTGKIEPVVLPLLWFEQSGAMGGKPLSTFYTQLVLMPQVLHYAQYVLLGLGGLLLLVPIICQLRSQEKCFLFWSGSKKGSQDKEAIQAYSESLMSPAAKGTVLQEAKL
PKA-R1A act: activators of PKA-R1A complex | PKA-R1A dissociation, Cy5-IP20 fluorescence polarization; scaled: DMSO 0%, 113 µM cGMP 100% | activation, % at 11.4 µM | 340,000 compounds, 0.083% hits | AID 504707;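 active = percent activation above the mean of all tested compounds plus 3 SD, cut at about 19% in these data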;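 also: higher means more PKAc released from R1A so a rise in polarization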
dFosB activator: activators of mouse delta FosB homodimer; P13346; purified delta FosB, TAMRA-CDK5 oligo fluorescence polarization; percent of positive-control signal above neutral wells; activation, % at 25 µM; 340,000 compounds, 0.99% hits; AID 493131;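 active = mean activation above about 17%, with every replicate also reaching it, limit read from the data, passing the limit was not always enough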;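 also: fluorescence polarization rise as delta FosB binds a TAMRA Cdk5 AP-1 oligo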
PKA-R2B activ: activators of human PKA-R2B complex; PKA-R2B holoenzyme dissociation, Cy5-IP20 fluorescence polarization; R2B truncated from residue 108, S112A mutant; 0% DMSO only, 100% 113 µM cGMP; activation, % at 11.4 µM; 340,000 compounds, 0.079% hits;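 active = activation above a cutoff set at the mean over all compounds plus 3 SD, cut at about 18% in these data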;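 also: higher means more holoenzyme dissociation and a rise in polarization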
Target sequence (P31323 whole entry, looked up, other chains not shown, the tested form may be a part): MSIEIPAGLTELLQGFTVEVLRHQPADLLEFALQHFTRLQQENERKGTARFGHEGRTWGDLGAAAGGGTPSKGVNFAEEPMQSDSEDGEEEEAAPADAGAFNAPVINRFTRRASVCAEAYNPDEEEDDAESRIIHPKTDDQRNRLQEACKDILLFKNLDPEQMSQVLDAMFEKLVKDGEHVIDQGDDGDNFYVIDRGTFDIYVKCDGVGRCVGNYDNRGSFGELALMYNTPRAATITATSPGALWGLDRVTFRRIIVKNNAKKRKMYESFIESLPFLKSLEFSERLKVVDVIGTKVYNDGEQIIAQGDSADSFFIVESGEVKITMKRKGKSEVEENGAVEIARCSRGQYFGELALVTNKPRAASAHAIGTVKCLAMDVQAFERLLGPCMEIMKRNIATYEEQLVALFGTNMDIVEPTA
Pemphigus Ab inh: human desmoglein-3 autoantibody binding inhibition; P32926; DSG3-coupled beads, scFv-anti-DSG3-GFP binding, flow cytometry; hits give low values; binding (percent of control), % at 10 µM; 310,000 compounds, 0.48% hits;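 active = binding more than 3 SD below its plate's average and above zero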;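 also: hits lower antibody fragment binding to DSG3; some compounds called inactive have numbers as strong as hits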
SUMO Mot1 rescue: inhibitors of SUMOylation pathway: yeast Mot1-301 growth rescue | 320,000 compounds, 1% hits | growth rescue, % at 18.8 µM | S. cerevisiae Mot1-301 growth rescue, ATP luminescence, 38.5C; percent above DMSO median, 100 means doubled;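 active = every valid replicate shows activation above 250% relative to neutral control wells; inactive = the rest, any valid replicate at or below 250%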;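 also: OY570 slx delta 5 strain wells were the positive control but not used for scaling; some compounds called inactive have numbers as strong as hits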
CDK5 inh: inhibitors of human CDK5/p35 kinase; Q00535+Q15078; Recombinant CDK5/p35, ADP-Glo luminescence, 60 min; inhibition, % at 10 µM; 330,000 compounds, 0.01% hits;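 active = highest replicate inhibition of at least 50% and at least 75% of replicates reaching 50%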;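 also: plate controls were DMSO neutral control for no effect and GW8510 at 10 µM for full effect; many of its hits are not listed in these tables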
Arr AP2 block: blocks beta-arrestin peptide binding to AP2 adaptin; FITC-arrestin peptide / GST-AP2 beads, flow cytometry; AP2 beta2 appendage carries R879A mutation; inhibition, % at 10 µM; 340,000 compounds, 0.31% hits; AID 504490;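 active = inhibition above a set limit, near 3 SD of compounds lacking own fluorescence, cut at about 54% in these data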;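 also: plate controls were DMSO wells for no effect and 5 µM unlabelled arrestin peptide for full effect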
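System: GST-AP2 R879A bound to glutathione beads, E. coli-expressed. Also added: 50 nM FITC-arrestin peptide. Schedule: compound with beads 12 min RT, then probe 1 h RT. Signal: bead flow cytometry, FITC channel. Read-out basis: percent response.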
SR-BI DiI-HDL act: enhances SR-BI lipid uptake from DiI-HDL; CHO ldlA[mSR-BI] cells, DiI-HDL uptake fluorescence, 3 h; 100 = double the neutral-control signal; activation, % at 12.5 µM; 320,000 compounds, 0.096% hits; AID 504775;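 active = mean replicate activation of at least 60% and every replicate at or above 60%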;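 also: 0% = median plate neutral-control signal and 100% = twice that signal; values of inactives mirror those of a sister screen read the other way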
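system = CHO ldlA[mSR-BI] cells, LDL receptor-null, SR-BI overexpressing | medium = Ham's F12 with 0.5% BSA, HEPES 25 mM, pH 7.4 | probe or stimulus = DiI-HDL 10 µg/mL | compound dosing = single-point compound dose | incubation = compound exposure 3 h, 37 °C | technique = DiI fluorescence, bottom read | read-out = cell-associated DiI fluorescence as measure of HDL uptake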
NSD2 HMT inh: inhibitors of human histone methyltransferase NSD2; O96028; NSD2 peptide methylation, AlphaScreen, 120 min; inhibition, % at 12.5 µM; 310,000 compounds, 0.54% hits; AID 743445; in the data active = inhibition above about 50%
* = called active by the depositor; · = no result given. Outcome played no part in choosing rows. Share with any hit: about 4.7%.

MITF act	SR-BI DiI inh	PKA-R1A act	dFosB activator	PKA-R2B activ	molecule	Pemphigus Ab inh	SUMO Mot1 rescue	CDK5 inh	Arr AP2 block	SR-BI DiI-HDL act	NSD2 HMT inh
7	-19	4	1	-7	COc1ccccc1/C=C/C(=O)OCC(=O)Nc1ccccc1Sc1ccccc1	115	23	-0.7	4	19	2
8	6	-1	2	-1	Cc1ccc(C(=O)NCCCN2CCOCC2)cc1S(=O)(=O)N1CCOCC1	·	-16	-1.3	-4	-6	0
9	26	-2	-3	-2	CC(=O)N1CCN(C(=O)COC(=O)COc2c(C)cc(C)cc2C)CC1	106	-2	-2.7	-7	-26	-1
-9	-26	0	-1	1	CC1(C)CC(=O)C2=C(C1)OC(N)=C(C#N)C2c1cccs1 (centres undefined)	103	-17	0.8	-2	26	0
11	-13	2	7	0	COc1ccc(CC(=O)Nc2c3c(nn2C(C)(C)C)CS(=O)(=O)C3)cc1OC	118	1	-2.0	11	13	8
-63	-11	11	-4	-4	CC(=O)c1ccc(Sc2nnnn2-c2ccccc2)c([N+](=O)[O-])c1	101	81	-2.7	-2	11	2
2	-1	5	-1	-9	CCc1ccccc1NC(=O)CSc1nnc(Cn2cnc3ccccc32)o1	98	189	-3.5	12	1	-2
7	9	-7	4	-4	CCC(C)Sc1cc(-c2nc3ccc(Cl)cn3c2NC2CCCCC2)ccc1OC (centres undefined)	106	·	1.2	6	-9	-7
6	-20	-1	0	10	COC(=O)c1c(O)cc(C(C)(C)C)n(-c2ccccc2)c1=O	81	-9	0.1	2	20	0
-7	18	-4	-8	0	Cc1ccc(C2CC(C(F)(F)F)n3nc(C(=O)Nc4c(C)n(C)n(-c5ccccc5)c4=O)cc3N2)cc1 (centres undefined)	102	-5	-2.4	-12	-18	3
2	-19	-5	-8	-6	Cc1ccccc1S(=O)(=O)Nc1ncnc2scc(-c3ccccc3)c12	102	40	0.0	5	19	0
-1	-17	-6	-23	-3	CC(C)C[C@H](NC(=O)c1nc[nH]c1C(=O)N[C@@H](CCCCN)C(=O)OC(C)(C)C)C(=O)OC(C)(C)C	100	-11	-0.6	8	17	·
20	-2	9	-7	2	Cc1ccccc1-c1nnc(SCC(=O)NC2CCCCC2)o1	101	0	1.4	6	2	0
2	18	-16	-5	3	Cc1ccc(CS(=O)Cc2ccc(C(=O)NCc3ccccc3Br)o2)cc1 (centres undefined)	·	29	-0.8	1	-18	-1
-10	-32	-11	-5	-10	COc1cccc(CNS(=O)(=O)c2ccc3c(c2)CC(C)N3C(=O)C2CC2)c1 (centres undefined)	102	2	-0.1	2	·	2
9	8	-3	-5	0	COc1ccc(Br)cc1CNC(=O)C1CCN(S(=O)(=O)N2CCCC2)CC1	98	-5	0.7	4	-8	-3
5	3	1	3	-3	CCCCOCCCNC(=O)N[C@H](C(=O)OC)C(C)CC (some centres undefined)	114	-11	-0.5	11	-3	-1
-7	-14	-1	1	0	NC(=O)C1CCN(C2CC(=O)N(c3cccc(F)c3)C2=O)CC1 (centres undefined)	100	-6	-3.5	-9	14	0
-21	-35	0	-6	7	O=c1[nH]c2ccccc2nc1C(F)(F)C(F)F	98	-4	0.5	14	35	-2
-4	-11	-6	5	1	Cn1sccc1=O	95	-4	0.4	-1	11	·
·	13	-2	-5	0	O=C(Cn1c(NCCCO)nc2ccccc21)c1ccc(Cl)cc1Cl	119	-6	0.0	-5	-13	5
-5	-8	11	2	9	COC(=O)c1ccc(NC(=O)CSc2nnc(-c3ccccc3)n2C)cc1	·	3	2.2	1	8	-1
-10	-11	-8	-2	-3	Cc1cc(C)nc(/N=C(\N)Nc2cccc([N+](=O)[O-])c2)n1	110	-8	1.2	5	11	-3
-3	-16	17	-4	8	CCCc1cc(=O)[nH]c(SCC(=O)Nc2sccc2C#N)n1	102	·	-0.5	7	16	-1
4	-31	-2	2	5	Clc1ccc(Oc2cnns2)cc1Cl	·	-9	-0.8	22	31	-3
·	26	0	-6	-3	CCc1nnc(NC(=O)c2ccc3c(c2)C(=O)N(C(C)(C)C)C3=O)s1	101	2	1.2	-20	-26	2
3	27	-10	4	-24	Cc1cccc(N=C2NN=C(c3c[nH]c4ccccc34)CS2)c1	86	92	-0.7	-2	-27	·
5	4	2	2	11	O=C(OCC(O)C(O)C(O)COC(=O)c1ccccc1)c1ccccc1 (centres undefined)	101	·	0.0	4	-4	·
12	-16	1	-2	5	Cc1ccc(C(=O)NCC(=O)NCc2ccccc2F)s1	97	-12	-0.9	15	16	-2
-5	13	-7	-4	6	CCOC(=O)[C@H]1[C@H]2COc3cc(OC)ccc3[C@@H]2N2C(=O)N(c3ccc(Cl)cc3)C(=O)[C@@]12C	101	16	-1.3	-2	-13	·
-8	-22	-2	-8	1	CCC1Sc2ccc(S(=O)(=O)CCC(=O)NC3CCCCCC3)cc2NC1=O (centres undefined)	96	10	3.3	6	22	1
-7	0	-14	4	-2	CCCC(=O)Nc1nnc(SCC(=O)NCc2ccc3c(c2)OCO3)s1	112	-4	1.4	-12	0	0
-6	-1	-12	-3	-6	O=C(CNC(=O)c1ccccc1)OCN1C(=O)c2ccccc2C1=O	101	·	1.4	0	1	-3
-10	-15	-1	-2	0	O=C1CCC([N+](=O)[O-])C(c2ccc(F)c(Br)c2)N1 (centres undefined)	116	-12	0.3	-4	15	-3
3	10	3	-5	0	O=C(c1cc(-c2ccccc2)nc2ccccc12)N1CCc2ccccc2C1	98	-6	-1.4	-6	-10	1
1	0	-5	-8	-4	COc1ccc(C2Nc3ccccc3C(=O)N2Cc2ccco2)cc1COc1ccc([N+](=O)[O-])cc1 (centres undefined)	101	163	1.4	1	0	-2
7	15	0	3	3	C=CCN1C(=O)c2ccccc2C1(O)Cc1ccccc1 (centres undefined)	113	105	0.6	-4	-15	-1
-3	5	9	3	-3	COc1cc(Cl)cc(C2NC(=O)NC(C)=C2C(=O)NCc2ccccc2)c1O (centres undefined)	101	-10	0.9	5	-5	1
5	39	1	-13	4	Cc1cccc(NC(=O)c2ccc(NC(=O)CC3SC(N4CCCC4)=NC3=O)cc2)n1 (centres undefined)	109	-5	-1.0	11	-39	2
-8	67	-10	-16	0	Cc1c(C(=O)OCCOc2ccccc2)[nH]c2c1C(=O)CCC2	99	-1	1.5	-1	-67	-1
-4	-22	3	3	0	Cc1c[n+](C)ccc1CC1C([N+](=O)[O-])=C[N-]c2ncnn21 (centres undefined)	·	·	-1.1	13	22	3
4	·	4	4	-11	COc1cc2oc3ccccc3c2cc1N(CC(=O)N(C)C)S(=O)(=O)c1ccc(C)cc1	100	0	1.5	4	·	2
6	-3	8	-2	7	Cc1cc(C)c(NC(=S)NCCO)c(C)c1	106	1	0.5	-5	3	0
-6	27	-3	-3	-7	O=C(CSc1nc(N2CCCCC2)nc(N2CCCCC2)n1)Nc1nccs1	·	4	0.3	12	-27	·
12	-4	4	1	7	Cc1c(CN(C)C(=O)/C=C/c2ccc([N+](=O)[O-])cc2)cnn1C	94	7	0.1	13	4	7
-5	-4	-10	-8	14	COc1cc2c(cc1OC)C(c1cc3cccc(C)c3[nH]c1=O)N(C(=O)c1ccco1)CC2 (centres undefined)	94	4	1.5	11	4	0
-4	-20	3	-5	4	Cc1ccc(OCCSc2nc3ccccc3n2CC(=O)O)c(C(C)C)c1	99	-1	0.0	-14	20	-4
76	54	-3	2	0	COc1ccc(-c2csc(-c3cccnc3)n2)cc1C	100	3	-1.6	27	-41	-1
-13	23	-5	2	1	C=CCN1C(=O)/C(=C\c2ccc(Oc3nc(N4CCOCC4)nc(N4CCOCC4)n3)c(OC)c2)SC1=S	100	5	-1.4	-8	-23	8
2	-18	8	-14	-2	C/C(N)=C(/C#N)C(=O)CSc1nc2ccccc2c(=O)n1CCCOC(C)C	106	4	-3.9	-3	18	1
16	14	-6	-8	0	COc1ccc(NC(=O)CSc2n[nH]c(=O)n2C2CC2)cc1Cl	105	·	1.3	11	-14	-2
-12	-6	6	-8	-4	O=C(NCC1CCCO1)c1cc(S(=O)(=O)Nc2ccc(Br)cc2)ccc1Cl (centres undefined)	103	-14	3.1	8	6	-1
0	67	-1	-6	-1	O=C(OCC(=O)N1CCc2ccccc21)c1c2c(nc3ccccc13)CCCC2	108	1	-1.2	-69	-67	-1
41	58	2	0	1	O=C(Nc1ccc(Nc2ccccc2)cc1)c1ccc(Br)o1	99	-33	-0.3	32	-58	29
